D1 agonist – Allosteric Agonists of the Human D1 Dopamine Receptor: qHTS. HEK293 T-REx D1 cells, calcium flux, agonist mode. activation, % at 2 µM. D(1A) dopamine receptor (Homo sapiens), P21728. AID 504660, 2011. 1% of 360,000 active; in the data active means activation above about 30%; further: 0% is about no effect
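Agonism was scored from calcium flux recorded over 180 s (1 read/s) after pintool compound addition, following a 10-cycle baseline. Cells were inducible force-coupled HEK293 TREx D1, plated overnight at 30 C and loaded with no-wash calcium dye.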
GRP78 ERSR act – qHTS for Inducers of the Endoplasmic Reticulum Stress Response (ERSR) in Human Glioma: qHTS; U87-MG GRP78 promoter luciferase reporter, 16 h; Potency, µM, without a hit: at the highest dose activation, most hits filed as activators; 0.02% of 420,000 active; further: potency means the concentration at half of the fitted maximal effect; series mostly up to about 76 µM; % of control where 0% means no effect; nearly all actives have a fitted effect of over 35% in size
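ERSR induction read as luciferase luminescence (Bright-Glo, 10 min at room temperature) in stably transfected human U87-MG glioma cells exposed to compounds for 16 h, using GRP78 as sensor.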
Vif-APOBEC3G blk – qHTS for Inhibitors of Vif-A3G Interactions: qHTS; DNA dC->dU-editing enzyme APOBEC-3G (Homo sapiens), Q9HC16; HeLa A3G-eYFP + Vif (tagged APOBEC3G with the HIV-1 protein that degrades it), YFP fluorescence, overnight; Potency, µM (series often up to 46.1 µM), without a hit: at the highest dose activity, negative = active, usual class: inhibitors; 0.076% of 410,000 active; AID 602310, 2012;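 further: potency means the concentration at half of the fitted maximal effect; on the % scale 0 is the no-effect control and ±100 the full control effect; nearly all actives have a fitted effect of over 60% in size; hits raise eYFP signal because A3G escapes Vif-driven loss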
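HeLa cells stably expressing Vif and C-terminally eYFP-tagged A3G, seeded overnight at 37 deg C, then exposed to compound by pintool overnight at 37 deg C. Rise in yellow fluorescence (Ex 488/Em 500-530, Acumen) marks blocked Vif-driven A3G degradation.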
LDHA inh – qHTS assay for inhibitors of human lactate dehydrogenase. activity change, % (values are at about 110 or 230 µM). 0.15% of 480,000 active. AID 1347041, 2019. L-lactate dehydrogenase A chain (Homo sapiens), P00338. purified LDHA, NADH/diaphorase-resazurin fluorescence; hits give low values; in the data active means activity change below about -30%; inconclusive means mostly about -25% to -30%;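 further: plate controls were DMSO wells for no effect and wells without enzyme for full effect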
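LDH5 2 nM; NADH 0.06 mM, pyruvate 0.2 mM; 200 mM Tris pH 7.4, EDTA, Tween-20; 5 min RT. Detection: diaphorase 0.133 mg/mL + resazurin 37 µM, fluorescence ex540/em590 at 0 and 20 min; normalized to enzyme-free and DMSO wells.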
Vif-A3F inh – qHTS for Inhibitors of Vif-A3F Interactions: qHTS; 0.2% of 390,000 active; AID 602313, 2012; Potency, µM (doses to about 46.1 µM), without a hit: top-dose activity, negative = active; HeLa A3F-eYFP + Vif (tagged APOBEC3F with the HIV-1 protein that degrades it), YFP fluorescence increase; further: potency means the concentration at half of the fitted maximal effect; % of control where 0% means no effect; nearly all actives have a fitted effect of over 65% in size
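Fluorescence increase (Ex 488/Em 500-530) after overnight compound treatment at 37 deg C flags inhibition of Vif-driven A3F-eYFP loss in stable HeLa A3F-eYFP/Vif cells seeded overnight beforehand.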
D2 PAM – HTS Assay for Positive Allosteric Modulators of the Human D2 Dopamine Receptor: Primary Screen for Potentiators; D(2) dopamine receptor (Homo sapiens), P14416; potentiation, % at 10 µM; HEK293 T-REx D2, calcium flux, EC20 dopamine potentiation; 0.34% of 340,000 active;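 active means potentiation over 3 SD above the plate norm, cut at about 30% in these data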; further: 0% is about no effect
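Potentiation of an EC20 dopamine calcium response measured kinetically over 180 s, after a preceding 180 s compound-only read flagging agonists. Cells: inducible Hek293 Trex D2 line, 4000/well, cultured overnight at 30 C before dye loading.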
D1 potentiator – Potentiators of Human D1 Dopamine Receptor: qHTS | D(1A) dopamine receptor (Homo sapiens), P21728 | HEK293 TREx D1 cells, calcium flux, dopamine EC20 potentiation | potentiation, % at 10 µM | 0.036% of 360,000 active; in the data active means potentiation above about 30%; further: 0% is about no effect
RXFP1 ag – qHTS Assay for Agonists of the Relaxin Receptor RXFP1 | Relaxin receptor 1 (Homo sapiens), Q9HBX9 | HEK293T-RXFP1 cAMP TR-FRET, 30 min; response scale: percent of porcine relaxin response, buffer zero | Potency, µM (titrated, usually from 57.5 µM), for inactives: at the top dose activation, actives largely listed as activators | 0.3% of 370,000 active | AID 2676, 2010; further: potency means the concentration at half of the fitted maximal effect; on the % scale 0 is the no-effect control and ±100 the full control effect; nearly all actives have a fitted effect of over 60% in size; many of its hits are not listed in these tables
Target sequence (Q9HBX9 whole entry, looked up): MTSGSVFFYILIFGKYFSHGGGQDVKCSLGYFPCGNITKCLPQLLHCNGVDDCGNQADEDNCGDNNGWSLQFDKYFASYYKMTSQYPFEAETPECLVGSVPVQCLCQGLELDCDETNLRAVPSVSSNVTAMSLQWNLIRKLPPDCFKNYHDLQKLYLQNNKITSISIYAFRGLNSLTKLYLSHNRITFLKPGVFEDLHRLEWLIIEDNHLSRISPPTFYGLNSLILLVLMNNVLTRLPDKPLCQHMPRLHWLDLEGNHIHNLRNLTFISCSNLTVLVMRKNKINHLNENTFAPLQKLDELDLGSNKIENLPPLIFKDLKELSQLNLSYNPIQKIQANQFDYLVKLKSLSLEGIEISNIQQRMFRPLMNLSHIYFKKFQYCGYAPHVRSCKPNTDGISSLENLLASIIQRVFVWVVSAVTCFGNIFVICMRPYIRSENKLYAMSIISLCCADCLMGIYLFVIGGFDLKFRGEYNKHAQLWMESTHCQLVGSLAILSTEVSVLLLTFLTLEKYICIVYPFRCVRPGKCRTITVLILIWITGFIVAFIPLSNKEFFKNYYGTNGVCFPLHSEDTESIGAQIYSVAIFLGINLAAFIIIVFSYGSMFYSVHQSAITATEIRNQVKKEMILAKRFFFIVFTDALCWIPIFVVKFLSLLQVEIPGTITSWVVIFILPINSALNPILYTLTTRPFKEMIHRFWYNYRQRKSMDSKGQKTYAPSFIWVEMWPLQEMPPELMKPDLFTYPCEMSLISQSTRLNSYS
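Agonist response is measured as cAMP accumulation in an RXFP1-transfected HEK293T line under PDE4 inhibition. Values are scaled between buffer-only and 29 nM porcine relaxin, and EC50s come from standard Hill equation fits.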
D1 antagonist – Antagonist of Human D 1 Dopamine Receptor: qHTS; D(1A) dopamine receptor (Homo sapiens), P21728; HEK293 TREx D1 cells, calcium flux, dopamine EC80; hits give low values; activity change, negative = inhibition, % at 10 µM; 3.2% of 360,000 active; in the data active means activity change below about -30%; further: on the % scale 0 is the no-effect control and ±100 the full control effect
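Tetracycline-induced HEK293 T-REx cells with force-coupled D1 receptor were loaded with a no-wash calcium dye. Compound was added after a 10 s baseline and read kinetically for 180 s; EC80 dopamine was then added and calcium flux followed another 180 s.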
Starred values were filed as active, the others as inactive; ? = inconclusive; . = not tested or not shown. Unless noted, the call rests on the fitted dose curve; in most records, active means well fitted curve in the direction sought with a large enough effect; inconclusive means small, poorly fitted or top-dose-only effect, or another doubt; inactive means no such curve, though single readings can be large; an effect the other way counts as inactive or inconclusive. Only part of the results is shown, so the mix of outcomes need not match the whole.

SMILES	D1 agonist	GRP78 ERSR act	Vif-APOBEC3G blk	LDHA inh	Vif-A3F inh	D2 PAM	D1 potentiator	RXFP1 ag	D1 antagonist
CCN(CC)S(=O)(=O)c1ccc(N2CCOCC2)c(NC(=O)C2CC2)c1	2	-3%	0%	-6	0%	-6	-3	0.8%	8
Cc1ccccc1C1CC(c2ccc(Br)cc2)Nc2nc(N)nn21 (configuration not stated)	3	-6%	-1%	4	2%	-12	1	-1.7%	5
O=C(C1CCCN(c2ncnc3c2nc2n3CCCCC2)C1)N1CCN(c2ccccc2F)CC1 (configuration not stated)	0	-4%	-2%	-4	-10%	-1	5	-1.3%	-21
COc1ccc(N2CCN(C(CNC(=O)C(=O)NCc3cccnc3)c3ccco3)CC2)cc1 (configuration not stated)	3	3%	6%	-4	-4%	0	-3	1.6%	7
O=C(NCc1ccccc1)c1ccc(NC(=O)C2CCC2)cc1	.	0%	-6%	-9	3%	.	.	.	.
O=C(CSc1nc(-c2cccs2)nc2cc(=O)[nH]n12)Nc1ccccc1Cl	5	-1%	-21%	-1	?	-10	-5	5.6%	1
Cc1noc(C)c1CSCC(=O)NCCN1C(=O)S/C(=C\c2ccccc2F)C1=O	2	5%	-5%	-4	2%	4	-11	0.5%	-24
C=CCNS(=O)(=O)c1ccc(C(=O)OCc2cc(=O)oc3cc(OC)ccc23)cc1	1	-4%	2%	-3	?	-7	-10	5.0%	0
CN1CCc2c(sc(/N=C/c3c[nH]c4ccccc34)c2C(N)=O)C1	4	-3%	4%	1	11%	-9	-5	-1.9%	-26
COC(=O)c1n[nH]c2ccccc12	0	2%	0%	-3	7%	0	2	1.6%	8
CCCc1cc(=O)[nH]c(SCC(=O)N(CC)Cc2ccccc2)n1	1	-2%	1%	-3	-4%	1	1	0.2%	12
O=c1c2cnn(-c3ccc(F)cc3)c2ncn1Cc1ccccc1Cl	2	-3%	5%	0	1%	9	5	1.0%	2
COc1cc(OC)c(OC)cc1CN1CCN(Cc2ccco2)CC1	4	-4%	-6%	-2	8%	0	1	0.1%	-33*
Cc1cccc2c1N(C(=O)CN1C(=O)c3ccccc3C1=O)C(C)(C)c1ssc(=S)c1-2	3	0%	-13%	-8	-9%	5	-1	0.1%	9
Cc1cc(C)cc(NC(=S)NCCN(C2CCCCC2)C2CCCC2)c1	6	-5%	8%	-12	-10%	-12	-2	1.3%	5
CCOc1ccc2nc(Cl)c(C3CC(c4ccc(OC)cc4)=NN3S(C)(=O)=O)cc2c1 (configuration not stated)	6	-4%	-2%	1	?	.	-3	-1.3%	-8
O=C1C=C(c2ccc3ncccc3c2)C[C@@H](c2ccc(F)cc2)C1	1	-2%	-3%	2	10%	15	-3	0.8%	-3
O=C(NCc1ccc(F)cc1)C(=O)NCC1CCCN1S(=O)(=O)c1ccccc1 (configuration not stated)	0	0%	-3%	-2	4%	-5	-1	0.1%	5
NC(=O)CSc1oc(-c2cccs2)nc1S(=O)(=O)c1ccccc1	1	-1%	-1%	-6	-3%	27	0	-0.5%	6
O=C(Nc1ncc(Cc2cccc(Cl)c2)s1)c1ccc([N+](=O)[O-])cc1	2	-5%	-6%	-9	-1%	-20	-8	1.6%	6
Cc1c(Cl)cccc1-n1ncc(C(=O)NC2CCCC2)c1C1CCN(C(=O)OC(C)(C)C)CC1	0	-2%	0%	-9	-4%	4	3	-0.2%	-80*
O=[N+]([O-])c1cc(Cl)cc(/C=N/n2cnnc2)c1O	2	-4%	3%	10	7%	6	1	-0.4%	-18
CCOc1c(Br)cc(CNc2ccc(N3CCN(C(C)=O)CC3)cc2)cc1OC	13	-2%	0%	2	0%	3	-3	0.0%	-27
COc1ccc(N2CCN(C(c3cc4ccc(C)cc4[nH]c3=O)c3nnnn3C3CCCC3)CC2)cc1 (configuration not stated)	3	-3%	-5%	5	0%	2	-4	0.5%	27
CC(CCc1ccccc1)NC(=O)c1cnc(Cl)c(Cl)c1 (configuration not stated)	12	-6%	-5%	-3	0%	-20	-11	7.1%	-19

Reformatted in markdown: entries from further up
| molecule | D1 agonist | GRP78 ERSR act | Vif-APOBEC3G blk | LDHA inh | Vif-A3F inh | D2 PAM | D1 potentiator | RXFP1 ag | D1 antagonist |
| --- | --- | --- | --- | --- | --- | --- | --- | --- | --- |
| O=C(CSc1nc(-c2cccs2)nc2cc(=O)[nH]n12)Nc1ccccc1Cl | 5 | -1% | -21% | -1 | ? | -10 | -5 | 5.6% | 1 |
| Cc1noc(C)c1CSCC(=O)NCCN1C(=O)S/C(=C\c2ccccc2F)C1=O | 2 | 5% | -5% | -4 | 2% | 4 | -11 | 0.5% | -24 |
| C=CCNS(=O)(=O)c1ccc(C(=O)OCc2cc(=O)oc3cc(OC)ccc23)cc1 | 1 | -4% | 2% | -3 | ? | -7 | -10 | 5.0% | 0 |
| CN1CCc2c(sc(/N=C/c3c[nH]c4ccccc34)c2C(N)=O)C1 | 4 | -3% | 4% | 1 | 11% | -9 | -5 | -1.9% | -26 |
| COC(=O)c1n[nH]c2ccccc12 | 0 | 2% | 0% | -3 | 7% | 0 | 2 | 1.6% | 8 |
| CCCc1cc(=O)[nH]c(SCC(=O)N(CC)Cc2ccccc2)n1 | 1 | -2% | 1% | -3 | -4% | 1 | 1 | 0.2% | 12 |
| O=c1c2cnn(-c3ccc(F)cc3)c2ncn1Cc1ccccc1Cl | 2 | -3% | 5% | 0 | 1% | 9 | 5 | 1.0% | 2 |
| COc1cc(OC)c(OC)cc1CN1CCN(Cc2ccco2)CC1 | 4 | -4% | -6% | -2 | 8% | 0 | 1 | 0.1% | -33* |

Additional records
SMILES	D1 agonist	GRP78 ERSR act	Vif-APOBEC3G blk	LDHA inh	Vif-A3F inh	D2 PAM	D1 potentiator	RXFP1 ag	D1 antagonist
O=C(O)/C=C/C(=O)Nc1ccc(N2CCOCC2)nc1N1CCOCC1	2	-5%	2%	26	-6%	6	-1	-1.5%	4
O=S1(=O)Cc2cc3ccccc3cc2C1	2	1%	0%	-6	-9%	-6	-1	-0.8%	-2
O=C(NC12CC3CC(CC(C3)C1)C2)N1CCN(c2nc(-c3ccccc3)cs2)CC1	2	-4%	1%	-1	7%	1	0	1.5%	4
COc1ccc(NC(=O)C2=C(C)Nc3ncnn3C2c2ccccn2)cc1 (configuration not stated)	2	-3%	-2%	1	3%	5	-1	-1.8%	7
O=C1CC(N(O)c2ccccc2)C(=O)N1c1ccc(Cl)c(Cl)c1 (configuration not stated)	6	7%	-4%	-1	-19%	-7	-8	4.0%	-11
Cc1ccccc1NC(=O)Cn1c(=O)n(CCc2ccccc2)c(=O)c2ccccc21	1	-1%	-4%	-12	?	3	1	1.2%	-3
O=C(CSc1nc(-c2ccc(Cl)cc2)[nH]c(=O)n1)Nc1cccc(Cl)c1	2	0%	-21%	-14	-7%	8	3	-0.1%	-19
COc1ccc(-c2sc3ccccc3c2/C=C/c2ccncc2)cc1	.	0%	-28%	0	-10%	.	.	.	.
COC(=O)C1(C)NC(c2ccccc2C)C2C(=O)N(c3ccccc3)C(=O)C21 (configuration not stated)	2	-2%	2%	0	-7%	-1	2	0.6%	5
O=C(Nc1cccc(C(F)(F)F)c1)c1cc[n+]([O-])cc1	0	3%	0%	-2	-5%	-8	-3	-1.3%	-2
CCOC(=O)CCC(NC(=O)c1ccc(NCN2C(=O)c3ccccc3C2=O)cc1)C(=O)OCC (configuration not stated)	1	13%	1%	-2	-11%	-5	-6	2.5%	-2
Cc1ccn(C(=O)c2ccc(NC(=O)CC(C)C)cc2)n1	2	8%	-4%	-2	-9%	-10	0	-1.2%	1
COc1ccc2c(=O)c3c(=O)n(CCc4ccccc4)c(C(C)C)nc3oc2c1	1	-4%	-1%	-3	-3%	10	-1	17%	-2
COC1CCCCC1Nc1ccc(C)c(C)c1 (configuration not stated)	1	-2%	0%	-6	-1%	10	-4	-2.1%	6
CC1CCC2C(C1)Nc1c(C(=O)O)cccc1C2(C)C (configuration not stated)	2	0%	1%	6	7%	2	7	1.2%	-14
CCc1ccc(-n2nc(CO)c(C(=O)NCC(c3ccccc3)c3ccccc3)n2)cc1	2	0%	-2%	-5	-5%	-3	-2	-0.2%	0
NS(=O)(=O)c1ccc(NCc2c(F)cccc2Cl)cc1	8	11%	2%	-1	5%	-12	-3	?	-35*
CC(C)NC(=O)COc1ccccc1C#N	4	-1%	1%	-1	-6%	.	-5	-0.4%	-8
CCOC(=O)c1c(O)cc(OC)cc1CCc1ccccc1	.	-2%	-6%	1	0%	.	.	.	.
C[C@H]1CN([C@@H](C)CO)C(=O)CCCn2cc(nn2)CO[C@@H]1CN(C)C(=O)Nc1ccc(C(C)(C)C)cc1	.	-1%	3%	-19	-2%	.	.	.	.
CN1C(=O)c2c(sc3c2CCCC3)NC1c1ccccc1O (configuration not stated)	0	.	.	.	.	3	-5	-0.7%	-10
COc1ccc(C(=O)NCC(=O)OCC(=O)Nc2c(C)n(C)n(-c3ccccc3)c2=O)cc1	0	-3%	-1%	-1	-4%	-2	-3	-1.0%	3

Source: PubChem BioAssay
